# Screening data as filed in PubChem BioAssay.
# SRC3 TRFRET art: flags TR-FRET format artefacts in PPARgamma SRC-3 recruitment agonist screen; TR-FRET ratio at 8 µM; hit rate 0.39% among 99,000; TR-FRET artefact counter-screen, PPARgamma/SRC-3 format; hits give high values; in the data active = TR-FRET ratio above about 2000; also: inactives centre near 1600; reference of the scale not given here
# SRC1 TRFRET art: flags TR-FRET format artefacts in PPARgamma SRC-1 recruitment agonist screen. TR-FRET ratio at 8 µM. TR-FRET detection artefact counter-screen, emission ratio; hits give high values. AID 1051. hit rate 0.34% among 99,000; in the data active = TR-FRET ratio above about 2300; also: inactives centre near 1800; reference of the scale not given here
# An asterisk follows results filed as active.
# The first 4 records, to show the layout:
compound	SRC1 TRFRET art	SRC3 TRFRET art
C=CCN(C(=O)CNC(=O)c1ccco1)C(C(=O)NC1CCCC1)c1cccs1 (stereo unspecified)	1833	1511
Cc1ccc(CNC(=O)C2CC(=O)N(C3CCCCCC3)C2)cc1 (stereo unspecified)	1426	1373
COc1ccccc1N(CC(=O)NC(C)(C)C)S(=O)(=O)c1cccs1	1665	1634
CC(=O)c1ccc(NC(=O)C(C)Nc2ccc(Cl)cc2)cc1 (stereo unspecified)	1630	1409

# All compounds of this part, from the start:
compound	SRC1 TRFRET art	SRC3 TRFRET art
C=CCN(C(=O)CNC(=O)c1ccco1)C(C(=O)NC1CCCC1)c1cccs1 (stereo unspecified)	1833	1511
Cc1ccc(CNC(=O)C2CC(=O)N(C3CCCCCC3)C2)cc1 (stereo unspecified)	1426	1373
COc1ccccc1N(CC(=O)NC(C)(C)C)S(=O)(=O)c1cccs1	1665	1634
CC(=O)c1ccc(NC(=O)C(C)Nc2ccc(Cl)cc2)cc1 (stereo unspecified)	1630	1409
CCOc1ccc2nc(/N=C/c3c(C)[nH]n(-c4ccccc4)c3=O)sc2c1	1996	1372
Cc1nc(-c2ccc(NC(=O)CC(C)C)cc2)cs1	1767	1501
C=CCOC(=O)/C(=C\c1ccccc1)NC(=O)c1ccco1	1975	1343
O=C(CCC1CCCC1)Nc1nnc(-c2ccc3c(c2)OCO3)s1	1514	1441
Cc1nn(-c2ccc(C(=O)O)cc2)c(C)c1Cl	1777	1899
Cc1cc(=O)[nH]c(SCC(=O)c2ccccc2)c1C#N	2028	1704
Cc1cc(C)n(CC(C)NCc2cn[nH]c2-c2ccc(C)c(C)c2)n1 (stereo unspecified)	1774	1510
O=C(CSc1nc2[nH]ncc2c(=O)n1-c1ccc(Cl)c(Cl)c1)NCc1ccccc1Cl	1799	1505
Cc1cc(C)c2cc(C(c3nnnn3C3CCCC3)N3CCOCC3)c(=O)[nH]c2c1 (stereo unspecified)	1825	1461
O=c1c2ccccc2ncn1Cc1nc2ccccc2s1	1653	1561
COc1cc(OC)cc(C(=O)Nn2cc(C(=O)Nc3ccccc3F)c3ccccc3c2=O)c1	1824	1574
COCCCn1c(SCC(=O)N2CCCC(C)C2)nnc1-c1ccco1 (stereo unspecified)	1777	1604
CCN(CC)C(=O)Cn1cc(S(=O)(=O)CC(=O)NCc2ccc3c(c2)OCO3)c2ccccc21	1869	1588
CCOc1ccc(-c2n[nH]c(C(=O)NN)c2C)cc1	1817	1848
Cc1nc(N2CCN(Cc3ccccc3)CC2)nc2c1CCC2	1866	1439
Cc1nc(Nc2ccc(Cl)cc2)c2nnn(Cc3ccccc3)c2n1	1576	1505
O=C(c1cc([N+](=O)[O-])ccc1N1CCCCC1)N1CCCC1	1815	1643
COc1ccc(S(=O)(=O)NCCOc2cccc3cccnc23)cc1OC	1639	1385
COc1ccc(NC(=O)COc2ncnc3ccccc23)cc1S(=O)(=O)N1CCOCC1	1781	1550
C=CCOc1ccc(CN(C)Cc2nc3cc(C(F)(F)F)ccc3c(=O)[nH]2)cc1	1838	1561
Cc1c(C=O)c2ccccn2c1C(=O)c1ccc(Cl)c([N+](=O)[O-])c1	1773	1506
Cn1cc(CN(CCO)Cc2cccs2)c(-c2ccccc2F)n1	1514	1360
CCOC(=O)c1nn(-c2ccc3c(c2)CCN3C(C)=O)cc1O	1609	1576
CCOc1cccc(C(=O)NCc2ccccc2)c1	1717	1486
O=C(NCCNC(=O)c1ccco1)c1ccc(F)cc1	1667	1584
FC(F)(F)c1ccccc1NC(=S)N1CCN(c2ccccn2)CC1	1746	1602

# Complete entries, quoted from the list:
# COc1ccc(NC(=O)COc2ncnc3ccccc23)cc1S(=O)(=O)N1CCOCC1 across the screens: SRC1 TRFRET art = 1781; SRC3 TRFRET art = 1550
# CCOC(=O)c1nn(-c2ccc3c(c2)CCN3C(C)=O)cc1O across the screens: SRC1 TRFRET art = 1609; SRC3 TRFRET art = 1576

# Continued:
compound	SRC1 TRFRET art	SRC3 TRFRET art
O=C(c1ccccc1)N(Cc1cccnc1)C1(C(=O)Nc2ccccc2)CCCCC1	1739	1503
CCC(=O)Oc1ccc(C(=O)Nc2cccc(C(=O)NCC(C)C)c2)cc1	1808	1613
Fc1ccc(CNC(=S)Nc2cccc(C(F)(F)F)c2)cc1	1847	1607
CC(C)N(C)NC(=S)Nc1ccccc1	1858	1663
NC(=O)c1cc([N+](=O)[O-])cc2c1C=Cc1ccccc1O2	1706	1545
CC(C)c1ccc(/C=N/Nc2cc(N3CCOCC3)nc(N3CCOCC3)n2)cc1	2024	1497
CCN1CCN(C(=S)NC(=O)/C=C/c2cccs2)CC1	1820	1781
Cc1nn2cc(-c3ccc(Cl)cc3)cnc2c1Br	1766	1584
CCOC(=O)c1c(-c2ccc(C)o2)csc1NC(=O)CN1CCC(C(N)=O)CC1	1922	1919
C=CCc1cccc2cc(C(=O)NC3CCCCC3)c(=O)oc12	1627	1355
O=C(Oc1cccc(C(=S)N2CCOCC2)c1)c1cc([N+](=O)[O-])cc([N+](=O)[O-])c1	1645	1574
CCOc1ccc(-c2c(C(=O)N/N=C/c3ccc(OC)cc3)nnn2-c2nonc2N)cc1	1903	1646
CCc1ccc(NC(=O)c2cnn(-c3ccccc3)c2C)cc1	1748	1467
Cc1ccc(CNC(=O)CCNS(=O)(=O)c2cccs2)cc1	1790	1640
Cc1ccc(S(=O)(=O)NCCc2ccncc2)cc1C	1689	1636
COc1cccc(C(=O)/C=C/Nc2ccc(S(=O)(=O)Nc3cnc4ccccc4n3)cc2)c1	1508	1467
CCc1cccc(Nc2c3c(nc4ncnn24)CCC3)c1	1614	1443
Oc1cccc(/C=N/Nc2cc(N3CCOCC3)nc(N3CCOCC3)n2)c1	1919	1753
Cc1ccc2nc(-c3cccnc3)c(NC3CCCC3)n2c1	1984	1647
Cc1onc(-c2ccccc2)c1C(=O)Nc1ccc(Cl)cn1	1811	1472
CC1=NNC(=O)C1CCC(=O)N/N=C/C=C/c1ccccc1 (stereo unspecified)	1845	1553
C=CCn1c(SCC(=O)NCc2ccc3c(c2)OCO3)nnc1C1CCCCC1	1847	1671
COc1cc(/C=N/NC(=S)NC(C)C)ccc1OCC(=O)Nc1c(C)cc(C)cc1C	1810	1384
CC(NCCc1ccc(O)cc1)C(O)c1ccc(O)cc1 (stereo unspecified)	1868	1608
CN1CCN(c2cnn(-c3ccccc3)c(=O)c2Br)CC1	1790	1483
COc1ccc(-c2c[nH]c(=O)[nH]c2=O)cc1OC	1663	1542
CCN(CC)c1ccc2c(Nc3ccccc3)c(C=O)c(=O)oc2c1	1622	1642
OC(COc1ccc(CNCCc2ccccc2F)cc1)CN1CCCCC1 (stereo unspecified)	1723	1590
CC1CCN(C(=O)CSCC(=O)Nc2nc(-c3cccs3)cs2)CC1	1829	1748
COc1cc(C(=O)NCc2nnc(SCC(=O)Nc3ccc4c(c3)OCO4)o2)cc(OC)c1OC	1694	1574
COCc1cc(SC2CCCCC2)nc(C)n1	1747	1542
CN1/C(=C\C(=S)NC(=O)c2ccccc2Cl)C(C)(C)c2ccccc21	1647	1615
Nc1nonc1-c1nc2ccccc2n1CC(=O)N1CCCCC1	1898	1381
O=C(/C=C/c1ccco1)Nc1ccc2c(c1)OCO2	1757	1508
COc1cc(CN(C(=S)NCC(=O)NC2CCCC2)C2CCCC2)cc(OC)c1OC	2038	1675
CCOC(=O)C(=O)Nc1sc(C(=O)N2CCOCC2)c(C)c1C#N	1888	1816
CN(C)CCCNC(=O)COc1ccc(Br)cc1Cl	2032	1544
CC1CN(S(=O)(=O)c2ccc(C(=O)Nc3ccc(S(=O)(=O)Nc4nccs4)cc3)cc2)CC(C)O1 (stereo unspecified)	1676	1552
COc1ccc(/C=C(/C(=O)NCc2ccccc2)c2ccccc2)cc1	1754	1545
O=C(c1ccc2c3c(cccc13)CC2)C1CCCN(C(=O)c2cccnc2)C1 (stereo unspecified)	1697	1793
Cc1nnc(Nc2ccc(Cl)c(C(F)(F)F)c2)[nH]c1=O	1955	1529
C=CCN(C(=O)CCC(=O)Nc1cc(C)on1)C(C(=O)NC(C)(C)C)c1cccc(OC)c1OC (stereo unspecified)	1744	1533
CCOc1ccc(C(=O)NC(=S)Nc2ccc(NC(=O)c3ccco3)c(C)c2)cc1[N+](=O)[O-]	1755	1714
C[C@H]1C=C(C(=O)N2CCOCC2)O[C@@H](OCc2ccc(CO)cc2)C1	1674	1397
CCc1ccc(CNC(=O)Cn2nc(-c3ccc(C)cc3)ccc2=O)cc1	1709	1653
Cc1ccc(-c2cc3nc(C)cc(C)n3n2)cc1	1644	1309
Cc1ccc(/C=N/Nc2nncc(-c3ccccc3)n2)o1	1710	1580
C/C(=N\NC(=O)NC1CCCCC1)C1CCCCC1	1569	1530
OCCC1CN(Cc2cccc3c2OCO3)CCN1C1CCCCC1 (stereo unspecified)	1548	1525
S=C(NCc1ccc2c(c1)OCO2)Nc1ccc2nsnc2c1	3812*	3652*
CCOC(=O)C1=C(C)NC(=O)NC1c1ccc(OCC(=O)OC)c(OC)c1 (stereo unspecified)	1837	1523
COc1cc(/C=N/O)ccc1OCc1ccc(C(=O)O)cc1	1726	1526
CCOC(=O)c1nn(-c2ccccc2)c2nnc(Cc3ccc(Cl)cc3)c(=O)n12	1867	1555
O=C(CSc1ccc(Cl)cc1)Nc1cc(-c2nc3ncccc3o2)ccc1Cl	1547	1499
CCS(=O)(=O)c1ccc(C(=O)Nc2ccccc2OC)c(Cl)c1Cl	1857	1567
CC(C)=CC(=O)OCC(=O)Nc1ccc(Cl)cc1	1630	1576
O=C(c1cc[n+]([O-])cc1)N1CCc2c([nH]c3ccccc23)C1c1ccccc1Cl (stereo unspecified)	1482	1486
Cc1cccc(OCC(=O)NC(=S)Nc2ccccc2N2CCOCC2)c1	1724	1681
C[C@H](NC(=O)c1nc[nH]c1C(=O)N[C@@H](Cc1ccccc1)C(=O)OC(C)(C)C)c1ccccc1	1858	1670
CC(NC(=O)c1ccc(Br)cc1Br)c1ccccc1 (stereo unspecified)	1711	1368

# (further entries)
compound	SRC1 TRFRET art	SRC3 TRFRET art
CCOc1ccc(NC(=S)Nc2ccc(OCC)cc2)cc1	1906	1741
CCN(CC)C(=O)c1[nH]cnc1C(=O)N[C@@H](Cc1ccccc1)C(=O)OCc1ccccc1	1651	1677
O=C(Nc1ccc(F)c(F)c1)c1ccco1	1820	1395
Cc1noc(NS(=O)(=O)c2ccc(NC(=O)c3cc(-c4ccccc4Cl)nc4ccccc34)cc2)c1C	1754	1562
NCCNc1ccc2nnnn2n1	1862	1635
CCOC(=O)c1nnn(CC(=O)Nc2ccccc2)c1C(=O)OCC	1623	1518
COc1ccc(CCNC(=O)CCC(=O)Nc2nnc(C(C)C)s2)cc1OC	1687	1448
CC(=O)N1c2ccccc2C(=O)C1N1CCCCC1 (stereo unspecified)	1575	1550
Cc1c(/C(O)=C2/C(=O)C(=O)N(Cc3cccnc3)C2c2ccccn2)cnn1-c1ccccc1 (stereo unspecified)	1803	1425
CC(=O)c1cccc(NC(=O)C(OC(=O)c2cccc(S(=O)(=O)N(C)c3ccccc3)c2)c2ccccc2)c1 (stereo unspecified)	2021	1784
Cc1nc(CSc2nnc(C)s2)cs1	1795	1718
CCn1nc(C)c(NC(=O)c2ccc(Br)o2)c1C	1978	1622
O=C(NCCC1=CCCCC1)c1cc(-c2ccncc2)nc2ccccc12	1544	1226
COc1ccc(CCNC(=O)CSc2ccccn2)cc1	1768	1589
CCSc1nc(-c2ccccc2)c(-c2ccccc2)n1CC(O)CO (stereo unspecified)	1906	1753
O=C(CC(Nc1ccc(F)cc1)c1ccccc1)c1ccccc1 (stereo unspecified)	2039	1614
C/C(=N\Nc1ncc(Cl)cc1Cl)c1ccc(N2CCOCC2)cc1	1402	1290
CSc1nc(C)c(C(=O)C[n+]2ccc(C)cc2)cc1C#N	1894	1501
CCOC(=O)CNc1nc(Cl)c(C#N)s1	1583	1565
CC(C)Nc1nc(NC(C)C)nc(SCCOC(=O)Nc2ccc(Cl)cc2Cl)n1	2137	1662
CC1CCCC(NCC(O)COC(c2ccc(F)cc2)c2ccc(F)cc2)C1C (stereo unspecified)	1686	1422
Cc1ccc(OCC(=O)NNC(=O)c2cccnc2)cc1C	1740	1271
S=C(NCC1CCCO1)NC12CC3CC(CC(C3)C1)C2 (stereo unspecified)	1837	1662
CCCCOC(=O)c1ccc(S(N)(=O)=O)o1	1722	1589
O=C(c1ccc(Cn2c(=S)[nH]c3ccccc3c2=O)cc1)N1CCN(c2ccccn2)CC1	1745	1621
COc1ccc([N+](=O)[O-])cc1NC(=O)Cc1c(Cl)cccc1Cl	1829	1500
CC(=O)Nc1cccc(NC(=S)Nc2ccc(F)c(Cl)c2)c1	1870	1506
CCSc1nnc(NC(=O)c2ccccc2)s1	1925	1548
O=C(Cc1coc2cc3c(cc12)CCC3)NC1CCCCCCC1	1711	1469
Cc1ccc(OS(=O)(=O)c2cn(C)c(=O)n(C)c2=O)cc1C	1462	1509
Cc1ccc(/C=C/C(=O)Nc2ccncc2)o1	1775	1605
O=C(COC(=O)c1ccc(-c2ccc([N+](=O)[O-])cc2)o1)NC(=O)NC12CC3CC(CC(C3)C1)C2	1876	1685
CCN(CC(=O)NC(C)C)C(=O)[C@@H](NC(=O)c1ccco1)C(C)C	1702	1601
Cc1cc(C)cc(NC(=O)CSc2cc(C(=O)c3nccn3C)c3ccccc3n2)c1	1904	1407
